Bioassay records as filed in PubChem BioAssay.
EBV gp42 block – Epstein-Barr virus gp42 inhibitors, primary screen, biochemical, uHTS, fluorescence polarization; Fluorescence polarization binding assay, mP read-out; inhibition, % (tested at 21.74 µM); 220,000 compounds, 0.42% hits; in the data active means inhibition above about 50%
Target sequence (Q1HVG2 whole entry, looked up): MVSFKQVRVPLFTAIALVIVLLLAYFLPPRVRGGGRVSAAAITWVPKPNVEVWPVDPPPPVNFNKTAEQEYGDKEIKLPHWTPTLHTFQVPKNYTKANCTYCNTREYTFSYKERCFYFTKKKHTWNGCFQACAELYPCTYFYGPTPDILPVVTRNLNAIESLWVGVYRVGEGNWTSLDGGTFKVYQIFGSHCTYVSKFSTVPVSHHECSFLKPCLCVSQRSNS
TRPML3 ag – human TRPML3 channel agonists, primary screen, cell-based, HEK293 TRPML3-YFP, Fluo-8 calcium fluorescence, 3 µM; Mucolipin-3 (Homo sapiens), Q8TDD5; 100% = the carbachol control signal; activation, % at 3 µM; 220,000 compounds, 0.29% hits; AID 1448, 2008;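 active means activation above its plate's cutoff, the mean activation of the plate's test wells plus 3 SD, cut at about 12% in these data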;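 further: 0% = DMSO only wells and 100% = carbachol wells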
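system = HEK293 cells stably carrying human TRPML3-YFP | doses = one concentration, 3 µM nominal, 0.3% DMSO | timing = dye loading 1 h 37 °C then 30 min ambient, 125 s read | detection = Fluo-8 calcium dye fluorescence, ex 470-495, em 515-575 nm | benchmarks = high control carbachol 87 µM, low control DMSO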
Runt-SMMHC FRET – inhibitors of RUNX1 Runt–CBFb-SMMHC binding, primary screen, biochemical, FRET, Cerulean-Runt, Venus-CBFb-SMMHC, uHTS. Cerulean-Runt/Venus-CBFb-SMMHC FRET ratio 530/480, 1 h. inhibition, % at 20 µM. Runt-related transcription factor 1 (Homo sapiens) + Core-binding factor subunit beta …. 220,000 compounds, 0.74% hits;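 active means mean inhibition across duplicate retests at 20 µM reaching about 50%, limit read from the data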;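 further: 0% = DMSO wells and 100% = wells with excess untagged CBFb-SMMHC; inhibitors lower the FRET ratio by blocking Runt binding to CBFb-SMMHC; some results filed as inactive read as strong as hits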
Target sequence (Q01196 whole entry, looked up): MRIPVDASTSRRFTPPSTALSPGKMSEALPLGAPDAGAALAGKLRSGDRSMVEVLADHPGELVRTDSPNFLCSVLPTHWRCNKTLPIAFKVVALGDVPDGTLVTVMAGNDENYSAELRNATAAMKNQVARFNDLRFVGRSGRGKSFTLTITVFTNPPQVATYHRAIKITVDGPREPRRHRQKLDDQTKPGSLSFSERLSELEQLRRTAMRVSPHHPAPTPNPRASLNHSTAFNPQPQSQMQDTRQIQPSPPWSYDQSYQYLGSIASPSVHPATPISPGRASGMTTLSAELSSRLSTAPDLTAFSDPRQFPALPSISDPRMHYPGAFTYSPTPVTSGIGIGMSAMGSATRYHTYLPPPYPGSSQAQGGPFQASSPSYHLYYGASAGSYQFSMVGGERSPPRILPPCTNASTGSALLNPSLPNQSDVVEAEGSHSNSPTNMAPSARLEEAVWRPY
Target sequence (Q13951 whole entry, looked up): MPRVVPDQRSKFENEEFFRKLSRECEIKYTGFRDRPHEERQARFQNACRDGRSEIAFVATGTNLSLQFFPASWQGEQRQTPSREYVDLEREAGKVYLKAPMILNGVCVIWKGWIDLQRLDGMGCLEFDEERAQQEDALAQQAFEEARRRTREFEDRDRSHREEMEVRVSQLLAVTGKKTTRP
zfTRPN1 agonist – zebrafish TRPN1 channel agonists, primary screen, cell-based, HEK293, calcium fluorescence | transient receptor potential cation channel N1 (TRPN1/NompC), Danio rerio | HEK293 zebrafish TRPN1-YFP, Fluo-8 calcium fluorescence; 100% = response to 87 µM carbachol | activation, % at 3 µM | 220,000 compounds, 0.18% hits | AID 1424, 2008;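 active means activation above its plate's cutoff, the mean activation of test wells on that plate plus 3 SD, cut at about 19% in these data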;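 further: 0% = DMSO alone and 100% = 87 µM carbachol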
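Material: zebrafish TRPN1-YFP in HEK293 cells; Doses: single test compound dose, 3 µM nominal, 0.3% DMSO; Timing: dye loading 1 h at 37 °C, then 30 min room temperature; Technique: intracellular calcium fluorescence with Fluo-8; Benchmarks: high carbachol 87 µM, low DMSO alone.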
MDM2 E3 inh – MDM2-luciferase reporter signal enhancers, primary screen, MDM2 E3 ligase inhibitor project, cell-based, luminescence, 1536-well; E3 ubiquitin-protein ligase Mdm2 (Homo sapiens), Q00987; cell-based MDM2 ubiquitination luciferase reporter, 2 h; 0 = plate control, 100 = twice control, blank-subtracted; signal enhancement, % at 5 µM; 210,000 compounds, 0.11% hits; AID 1230, 2008;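 active means signal enhancement of 30% or more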;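 further: luminescence tracks abundance of the self-degrading MDM2-luciferase fusion protein; higher signal means inhibition of MDM2 E3 ligase activity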
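system = mammalian cells stably expressing self-ubiquitinating, self-degrading MDM2 E3–luciferase fusion | quantity = 2000 cells per well seeded | incubation = 4 h cell settling then 2 h compound exposure, 37 °C | signal = SteadyLite luminescence, 15 min reagent step | benchmarks = plate control and blank wells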
CHOP inh – inhibitors of CHOP promoter induction, primary screen, cell-based, unfolded protein response, luciferase reporter; CHO-K1 CHOP-promoter luciferase, tunicamycin-induced, 15-18 h; inhibition, % at 10 µM; 220,000 compounds, 3.8% hits;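 active means compounds that reduced the stress-induced luciferase reporter signal by more than about 70% of percent inhibition, limit read from the data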;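 further: 0% = tunicamycin plus vehicle and 100% = wells without tunicamycin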
PPC-1+TRAIL kill – compounds killing PPC-1 cancer cells with TRAIL present, primary screen, TRAIL potentiator project, ATPLite luminescence, uHTS | 220,000 compounds, 0.41% hits | PPC-1 cells + TRAIL, ATPLite viability luminescence | cell killing (% activity), % at 4 µM;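 active means cell killing above 50% in the first pass at 4 µM, then a duplicate retest at 5 µM averaging 50% or more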;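 further: plate controls were cells with TRAIL plus DMSO for no effect and medium-only wells lacking cells for full effect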
TNF death inh – inhibitors of TNF-alpha triggered necroptosis, primary screen, cell-based, Jurkat FADD-/-, single concentration; Jurkat FADD-/- TNF necroptosis rescue, ATP luminescence, 24 h; 0 = TNF only, 100 = no-TNF cells; activation (protection from cell death), % at 10 µM; 220,000 compounds, 0.068% hits; AID 463075, 2010;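 active means activation, meaning protection from cell death, of at least 50% relative to plate controls; inactive means activation below 50%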;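 further: necroptosis triggered by 40 ng/mL TNF-alpha added together with compound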
p47phox inh – p47phox/p22phox peptide binding inhibitors, primary screen, biochemical, uHTS, NADPH oxidase regulatory subunit. Neutrophil cytosol factor 1 (Homo sapiens), P14598. fluorescence polarization, 2 h. inhibition, % at 24.7 µM. 220,000 compounds, 0.53% hits;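 active means inhibition above about 30%, limit read from the data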;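 further: 0% = p47phox with labelled peptide and 100% = labelled peptide alone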
The depositor's hits bear a star; · = not tested or not shown; & = joins results of further samples. This is a subset; count on the stated rates, not on these rows.

# | smiles | EBV gp42 block | TRPML3 ag | Runt-SMMHC FRET | zfTRPN1 agonist | MDM2 E3 inh | CHOP inh | PPC-1+TRAIL kill | TNF death inh | p47phox inh
1 | CSc1ccccc1C(=O)C1CCCN(Cc2ccn[nH]2)C1 (stereo unspecified) | -17 | 1.2 | 16 | -2.0 | -8 | 31 | 12 | 3.1 | -6
2 | Cc1c(N=Cc2c(O)n(C)c(=O)[nH]c2=O)c(=O)n(-c2ccccc2)n1C | -14 | -0.3 | 2 | -0.9 | -11 | 9 | -4 | -0.8 | -7
3 | Cc1cc(C=O)c(C)n1C1CC1 | 6 | 1.3 | 2 | 1.3 | -17 | -3 | -9 | 0.1 | 0
4 | O=C1CCN(C(=O)C(Cl)Cl)N1 | -10 | 0.2 | -29 | 2.3 | -13 | -4 | 10 | 0.9 | -7
5 | Cc1ccc(C2C(S(C)(=O)=O)=C(O)C(=O)N2c2ccccc2)cc1 (stereo unspecified) (tested in a mixture with another compound) | -19 | 0.5 | 0 | 0.6 | -1 | -6 | 8 | -0.6 | -13
6 | COc1cc2c(cc1O)C[C@H]1NCCc3cc4c(c-2c31)OCO4 | 11 | -0.2 | 2 | -0.5 | · | 12 | 15 | -6.8 | -3
7 | O=C(COC(=O)Cc1ccccc1)Nc1cccnc1Cl | -9 | 0.6 | -2 | 1.5 | 8 | 10 | 22 | 0.7 | 0
8 | CCOc1ccccc1NC(=O)N1CCC2(CC1)OCCO2 | -13 | 1.2 | 1 | -1.2 | -6 | 0 | -4 | 0.5 | 3
9 | CCN1CCN(CC(=O)c2c(C)n(Cc3ccccc3)c3ccc(OC)cc23)CC1 | -37 | 0.6 | 0 | -0.5 | -16 | -11 | 5 | -0.4 | -2
10 | CC(C)C(=O)c1cn(Cc2ccccc2C#N)c2ccccc12 | -11 | -0.5 | 0 | -1.2 | -16 | 77* | 12 | -0.3 | -5
11 | N#CCN1CCN(c2ccc(C(F)(F)F)cc2)CC1 | -4 | 1.1 | 0 | 1.8 | -4 | 6 | 4 | 1.8 | -6
12 | Cc1c(C(=O)N2CCC3(CC2)OCCO3)oc2ccccc12 | 3 | 0.3 | 0 | 0.8 | 8 | -2 | 11 | -2.0 | -59

From compound 11 up to 12, as listed above:
# | smiles | EBV gp42 block | TRPML3 ag | Runt-SMMHC FRET | zfTRPN1 agonist | MDM2 E3 inh | CHOP inh | PPC-1+TRAIL kill | TNF death inh | p47phox inh
11 | N#CCN1CCN(c2ccc(C(F)(F)F)cc2)CC1 | -4 | 1.1 | 0 | 1.8 | -4 | 6 | 4 | 1.8 | -6
12 | Cc1c(C(=O)N2CCC3(CC2)OCCO3)oc2ccccc12 | 3 | 0.3 | 0 | 0.8 | 8 | -2 | 11 | -2.0 | -59

Part of the list above, showing only Runt-SMMHC FRET, PPC-1+TRAIL kill and TNF death inh:
no.	molecule	Runt-SMMHC FRET	PPC-1+TRAIL kill	TNF death inh
4	O=C1CCN(C(=O)C(Cl)Cl)N1	-29	10	0.9
5	Cc1ccc(C2C(S(C)(=O)=O)=C(O)C(=O)N2c2ccccc2)cc1 (stereo unspecified) (tested in a mixture with another compound)	0	8	-0.6
6	COc1cc2c(cc1O)C[C@H]1NCCc3cc4c(c-2c31)OCO4	2	15	-6.8
7	O=C(COC(=O)Cc1ccccc1)Nc1cccnc1Cl	-2	22	0.7

Next results follow.
# | smiles | EBV gp42 block | TRPML3 ag | Runt-SMMHC FRET | zfTRPN1 agonist | MDM2 E3 inh | CHOP inh | PPC-1+TRAIL kill | TNF death inh | p47phox inh
13 | COc1ccc2oc3c(c2c1)NC(=O)CN=C3c1ccccc1 | -17 | 0.9 | 0 | 0.5 | 0 | 42 | -15 | -1.8 | -5
14 | CCN(CC)c1ccc(CNCCc2ccc(F)cc2)cc1 | -20 | -0.5 | 2 | 0.1 | 4 | 43 | -4 | 5.4 | -5
15 | O=c1[nH]c(=O)n(C2CCCCCC2)c(O)c1C=NCCCN1CCOCC1 | -7 | 0.2 | 4 | 1.3 | -14 | 12 | 13 | -1.4 | -3
16 | O=P(Nc1cccc(F)c1)(Oc1ccccc1F)Oc1ccccc1F | -6 | 0.5 | -1 | 0.3 | 1 | 76* | 8 | -3.9 | -19
17 | CC1(C)CC2(CCO1)NCCN1C(=O)CSC12 (stereo unspecified) | 5 | 1.0 | -2 | 0.9 | 8 | 11 | 9 | -3.5 | 5
18 | CCC(=NCc1ccco1)c1c(O)n(-c2ccc(C)cc2)c(=O)[nH]c1=O | -3 | 0.2 | 1 | 0.6 | -4 | -5 | 6 | -0.3 | -4
19 | O=C(c1ccc(Cl)cc1)C1CCCN(Cc2cccc3cccnc23)C1 (stereo unspecified) | -6 | 0.7 | -4 | -0.4 | -3 | -1 | 9 | 5.1 | 6
20 | CCCCn1c(O)c(C(C)=NCCCn2ccnc2)c(=O)[nH]c1=O | -13 | 0.3 | -1 | -1.3 | -19 | -22 | 4 | 0.1 | -11
21 | CCCCn1c(O)c(C(CC)=NCc2ccco2)c(=O)[nH]c1=O | -8 | 0.0 | 3 | -0.1 | -7 | 7 | -19 | -0.1 | -6
22 | COc1ccc(N2C(=O)NC(=O)/C(=C/c3ccc(N4CCOCC4)cc3)C2=O)cc1 | -11 | 0.6 | -1 | 0.9 | -10 | -20 | -5 | -0.6 | -9
23 | COc1ccc(CN2C(=O)NC(=O)/C(=C\c3cc(OC)c(OC)c(OC)c3)C2=O)cc1 | -10 | 1.6 | 0 | 1.0 | -1 | 9 | · | 1.3 | 1
24 | CC(=NCC1CCCO1)c1c(O)n(C)c(=O)n(C)c1=O (stereo unspecified) | -21 | 1.1 | 1 | 1.6 | -14 | -16 | -14 | -2.0 | -7

(more compounds)
cpd	SMILES	EBV gp42 block	TRPML3 ag	Runt-SMMHC FRET	zfTRPN1 agonist	MDM2 E3 inh	CHOP inh	PPC-1+TRAIL kill	TNF death inh	p47phox inh
25	COc1ccc(OC)c(NC2=NCCS2)c1	-5	-0.1	-2	-0.5	-6	-5	-16	-0.8	-4
26	COc1ccc(C(=O)C2CCCN(Cc3ccc(C)s3)C2)c(OC)c1 (stereo unspecified)	-6	0.6	1	-1.0	2	25	17	3.2	-4
27	Cn1c[n+](C)cc1C(O)c1ccccc1 (stereo unspecified)	-71&-73	1.0&0.9	-3&-4	1.3&-1.3	2&-9	8&-9	-7&14	-0.1&-0.2	0&-9
28	CCN(CC)C(=O)c1ccc(NC(=O)COc2ccccc2F)cc1	6	0.6	4	-0.1	-2	-20	8	-0.3	-10
29	Cc1ccccc1-n1c(O)c(/C=N/c2nccs2)c(=O)[nH]c1=O	-10&-13	-0.4&0.0	3&-1	0.1&0.1	-6&-1	8&27	15&42	0.7&-0.3	-3&-9
30	C=CCn1c(O)c(C=NCCCn2ccnc2)c(=O)[nH]c1=O	-21	1.1	-5	0.8	-1	13	34	1.2	-8
31	C=CCn1c(O)c(C(C)=NCCC(c2ccccc2)c2ccccc2)c(=O)[nH]c1=O	-4	0.0	-5	0.9	-8	22	4	0.2	1
32	COc1cc(C(=O)N/N=C/C23CC[C@@H](O)CC2(O)CC[C@@H]2[C@@H]3CCC3(C)C(C4=CC(=O)OC4)CCC23O)ccc1O (stereo partly specified)	-14	0.9	-2	1.1	-12	12	9	0.7	-7
33	CN(C)CC#CCC(O)(c1ccccc1)C1CCCC1 (stereo unspecified)	0	-0.1	-1	0.4	-11	43	-21	-0.3	-13
34	CN=C(SCc1ccccc1)c1c(O)n(C)c(=O)n(C)c1=O	·	0.2	2	0.6	·	·	10	0.0	·
35	CCCc1nnc(NC(=O)CCC(=O)N2CCC3(CC2)OCCO3)s1	-6	0.6	-4	0.4	-18	21	12	2.2	-2
36	COc1ccc(-n2c(O)c(C(C)=NCCCn3ccnc3)c(=O)[nH]c2=O)cc1	-9	1.6	1	0.7	-14	19	-6	2.3	-8
37	O=C(c1ccc(CS(=O)(=O)c2ccccc2)o1)N1CCC2(CC1)OCCO2	-7	0.8	6	2.5	0	-12	18	-1.1	-7
38	NCCCCCC(=O)OC1N=C(c2ccccc2Cl)c2cc(Br)ccc2NC1=O (stereo unspecified)	-3	0.2	-1	-0.5	-1	-15	·	-5.9	-14
39	Cc1nc2ccccn2c1P(=S)(N1CCCCC1)N1CCCCC1	-7	2.8	0	-1.0	-5	-8	7	-1.8	2
40	CNc1cc(Cl)c2nonc2c1[N+](=O)[O-]	5	-0.7	22	-2.3	-4	107*	16	-15	11
41	Cn1c(O)c(N=Nc2cccc(S(=O)(=O)N3CCOCC3)c2)c(=O)n(C)c1=O	4	1.8	-1	0.0	-6	-3	11	-2.2	-7
42	CCC12CN3CCN(CC(C3)/C1=N\O)C2	-3	0.2	-2	0.5	-10	-32	3	0.6	-1
43	COc1ccc2nc(NC3=NCCN3)sc2c1	6	0.9	0	1.1	-14	16	14	0.7	-6
44	CN1C(=O)NC(=O)/C(=C/c2ccc([N+](=O)[O-])s2)C1=O	-5	0.4	31	1.2	-8	-61	5	-24	-14
45	C=CCN1C(=O)/C(=C/c2ccc3c(c2)CCCN3CCC)C(=O)NC1=S	-34	0.6	6	-0.6	-13	15	14	-2.8	43*
46	Cc1c(N=Nc2c(O)n(-c3ccc(Br)cc3)c(=O)[nH]c2=O)c(=O)n(-c2ccccc2)n1C	-22	0.1	0	-0.6	-10	31	6	1.0	-4
